# Gli-Sufu block = blocks Gli-Sufu signaling in a luciferase reporter | Sufu-KO-LIGHT fibroblasts, Gli luciferase reporter luminescence | inhibition, % at 5 µM | hit rate 0.74% among 340,000;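 active = inhibition above about 55%, limit read from the data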;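 note: 0% = DMSO-treated cells and 100% = wells with medium but no cells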
# Jurkat NFkB inh = lowers PMA/ionomycin-induced NF-kB signal in Jurkat cells; PMA/ionomycin-induced NF-kB luciferase reporter, luminescence; inhibition, % at 4 µM; hit rate 0.53% among 330,000; AID 435003; in the data active = inhibition above about 50%
# UPR XBP1 act = activators of adaptive arm of unfolded protein response (XBP1); CHO-XBP1 luciferase reporter, IRE1-XBP1 UPR activation, luminescence; percent of tunicamycin response, DMSO as zero; activation, % at 20 µM; hit rate 0.33% among 330,000;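 active = versus positive control, 20 µM dose yields 30% or more activation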;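 note: 100% = tunicamycin at 10 µg/mL and 0% = DMSO only wells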
#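 assay system = CHO-XBP1 luciferase reporter cells | amount = 1000 cells/well | buffer or medium = F12 plus 10% FBS | compound dosing = single point, 20 µM final compound, 1% DMSO | incubation = 16-18 h cell attachment at 37 °C, then 6 h compound exposure | detection = Steady-Glo luminescence read | controls = tunicamycin 10 µg/mL and vehicle-only wells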
# CHOP UPR activ = apoptotic UPR (CHOP) activation. AID 449763. hit rate 0.34% among 330,000. CHO-CHOP luciferase reporter, luminescence; percent of tunicamycin response over DMSO baseline. activation, % at 10 µM;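 active = at 10 µM dose, activation of 40% or more, normalized to positive control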;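 note: 100% = tunicamycin at 10 µg/mL and 0% = DMSO alone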
#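 System: CHO CHOP reporter cells. Amount: 500 cells per well. Buffer or medium: F12 medium, 10% FBS. Compound dosing: one dose, 10 µM in 0.5% DMSO. Incubation: 6 h compound exposure at 37 °C after overnight seeding. Technique: Steady-Glo luciferase luminescence. Benchmarks: tunicamycin and DMSO controls.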
# 697 NFkB inh = lowers PMA/ionomycin-induced NF-kB signal in 697 B cells | AID 435022 | 697 B-cell NF-kB luciferase reporter, 16 h | inhibition, % at 4 µM | hit rate 0.33% among 330,000; in the data active = inhibition above about 35%
# EBI2 antag = antagonists of human EBI2 receptor; inhibition, % at 5 µM; EBI2 beta-arrestin recruitment, luminescence, 7a,25-OHC stimulated; AID 651636; P32249; hit rate 0.81% among 360,000; in the data active = inhibition above about 38%;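 note: enzyme fragment complementation signal reports receptor beta-arrestin coupling in cells; 0% = agonist plus DMSO wells and 100% = wells without agonist; some results beyond the cut were filed as inactive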
# CXCR6 inh = inhibitors of human CXCR6 receptor; O00574; inhibition, % at 20 µM; AID 602244; hit rate 0.36% among 360,000; CHO-K1 PathHunter CXCR6 beta-arrestin, luminescence; in the data active = inhibition above about 34%, passing the limit was not always enough;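 note: antagonist mode with CXCL16 agonist at 10 nM final; 0% = 10 nM CXCL16 with DMSO and 100% = unstimulated wells without agonist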
# Mdm2 MdmX PPI = human Mdm2/MdmX binding inhibition; O15151+Q00987; SaOS-2 split-luciferase Mdm2/MdmX complementation, luminescence; inhibition, % at 8 µM; hit rate 3% among 330,000;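 active = inhibition of at least 50% at 8 µM in the primary screen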
# Target sequence (O15151 whole entry, looked up): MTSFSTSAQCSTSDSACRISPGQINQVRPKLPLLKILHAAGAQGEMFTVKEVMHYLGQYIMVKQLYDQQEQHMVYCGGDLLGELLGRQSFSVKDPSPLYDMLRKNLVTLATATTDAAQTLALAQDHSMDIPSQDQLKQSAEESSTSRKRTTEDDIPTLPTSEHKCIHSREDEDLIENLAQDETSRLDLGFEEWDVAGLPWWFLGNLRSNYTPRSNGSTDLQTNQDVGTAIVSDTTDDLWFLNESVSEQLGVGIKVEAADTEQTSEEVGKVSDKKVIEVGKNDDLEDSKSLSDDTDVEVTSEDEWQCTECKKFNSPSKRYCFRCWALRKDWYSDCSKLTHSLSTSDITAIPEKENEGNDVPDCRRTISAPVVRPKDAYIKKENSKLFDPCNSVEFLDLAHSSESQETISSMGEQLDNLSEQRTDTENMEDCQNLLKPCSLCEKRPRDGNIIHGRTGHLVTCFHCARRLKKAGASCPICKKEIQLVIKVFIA
# Target sequence (Q00987 whole entry, looked up): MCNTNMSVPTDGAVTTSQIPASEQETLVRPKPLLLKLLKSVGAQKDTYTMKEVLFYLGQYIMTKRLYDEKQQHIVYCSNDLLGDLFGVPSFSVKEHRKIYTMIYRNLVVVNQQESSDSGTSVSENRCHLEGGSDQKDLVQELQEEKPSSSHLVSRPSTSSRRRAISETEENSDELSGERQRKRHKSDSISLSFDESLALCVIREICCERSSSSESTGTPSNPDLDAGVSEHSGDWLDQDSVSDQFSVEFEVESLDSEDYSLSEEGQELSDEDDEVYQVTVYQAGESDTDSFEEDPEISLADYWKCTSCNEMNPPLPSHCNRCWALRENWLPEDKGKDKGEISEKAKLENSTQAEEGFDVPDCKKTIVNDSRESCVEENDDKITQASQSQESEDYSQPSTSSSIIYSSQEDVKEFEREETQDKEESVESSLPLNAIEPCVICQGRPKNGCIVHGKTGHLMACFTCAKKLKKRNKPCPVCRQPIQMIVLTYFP
# CCR6 antagonist = blocks CCL20-driven beta-arrestin recruitment at human CCR6. CHO-K1 CCR6 PathHunter beta-arrestin, luminescence, CCL20-stimulated. inhibition, % at 20 µM. hit rate 0.49% among 340,000. AID 493098;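 active = compounds whose inhibition of the agonist-driven luminescence signal at 20 µM reaches about 50%, limit read from the data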;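 note: cells stimulated with CCL20 at 14 nM final; plate controls were DMSO with CCL20 for no effect and DMSO without agonist for full effect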
# An asterisk follows results filed as active; · = no result given. This is a random part of the collection (roughly 5% active in at least one column).
SMILES,Gli-Sufu block,Jurkat NFkB inh,UPR XBP1 act,CHOP UPR activ,697 NFkB inh,EBI2 antag,CXCR6 inh,Mdm2 MdmX PPI,CCR6 antagonist
COC(=O)c1ccc(C2C(C(=O)OCC(C)C)=C(C)N=C3SCCC(=O)N32)cc1 (stereo unspecified),4,3,-5,-2.7,-7,23,9,11,19
CCn1c(NCCO)nc2c(c1=O)C(C)(CC)Cc1ccccc1-2 (stereo unspecified),4,2,2,2.3,-2,12,-6,21,14
COc1ccc(CNC(=O)c2cc3c(=O)n4ccccc4nc3n(Cc3cccnc3)c2=N)cc1,2,3,-1,3.3,-4,6,3,14,17
CCn1nc(C(=O)OCC(=O)NCCN2C(=O)CSC2=O)c2ccccc2c1=O,-8,-4,-1,3.1,6,-7,-3,3,12
CN(C)CCNS(=O)(=O)c1ccc(Cl)cc1,-6,-1,-2,1.9,-19,-5,0,-45,4
O=C(Nc1ccc2[nH]c(=O)[nH]c2c1)c1cc(F)c(F)cc1Cl,1,5,1,0.8,27,4,1,-5,16
O=C(COc1ccccc1)NCC(=O)Nc1ccc(S(=O)(=O)NCc2ccco2)cc1,8,-5,0,-1.7,-5,8,6,6,18
O=C(CCSCCc1ccccn1)Nc1ccc(Cc2ccncc2)cc1,14,-11,-3,-0.4,-14,-8,1,-4,13
O=C(COc1ccc(F)cc1)c1c(O)cc(O)cc1O,-5,-1,6,4.7,2,-2,8,22,3
O=C(CCl)N1N=C(c2cccs2)CC1c1ccco1 (stereo unspecified),1,0,-8,59*,-55,-11,-5,100*,-5
CN(C)C(=O)CCc1ccc2c3c([nH]c2c1)[C@]1(CCC2CCCC2)[C@@H](C(=O)N2CCOCC2)C[C@H](CC(=O)NCCCn2ccnc2)C(=O)N1CC3,-4,·,0,2.6,23,2,-8,5,15
c1cn(CCCNc2ncnc3nc[nH]c23)cn1,-2,5,-3,3.0,2,-4,4,-12,-12
COc1ccc(-c2cc(=O)oc3cc(OC(C)C(=O)NCCCn4ccnc4)ccc23)cc1 (stereo unspecified),10,3,-1,1.7,1,8,6,19,-3
NC(=O)C1CCN(c2cc(Cl)ccc2[N+](=O)[O-])CC1,1,-12,-2,-1.6,5,7,3,8,-6
Cc1cc(N2CCOCC2)nc(SCC(=O)OCc2ccccc2)n1,39,-4,-1,0.1,12,-8,6,-23,10
Cn1c(=O)c2c(nc(CN3CCN(C(=O)c4ccco4)CC3)n2Cc2ccccc2)n(C)c1=O,3,2,-2,-0.8,10,3,-1,8,6
Cc1ccc(S(=O)(=O)N(CC(=O)Nc2cccc([N+](=O)[O-])c2)Cc2ccc(Cl)cc2)cc1,7,6,1,-2.7,2,13,9,15,31
CN(C)c1ccc(C(C(=O)NC(C)(C)C)N(C(=O)c2csnn2)C2CC2)cc1 (stereo unspecified),3,-7,3,-1.8,-7,-9,-2,-3,-7
O=S(=O)(NCc1ccccc1Cl)c1ccc(-n2cccn2)cc1,-4,3,-5,0.0,-22,-1,4,16,-2
CCSc1nnc(SCC(=O)c2c(N)n(C)c(=O)n(C)c2=O)s1,15,-12,-2,3.9,-22,-11,-7,6,12
Cc1ccc(C)c(Cn2cnc3c(cnn3C(C)(C)C)c2=O)c1,3,29,0,-1.6,-12,-4,6,22,7
NC(N)=NS(=O)(=O)c1ccc(NC(=S)NC(=O)c2ccccc2)cc1,-1,7,-2,-0.4,-13,-5,11,-7,24
Cc1cc(SCC(N)=O)nc(SCC(=O)c2ccccc2)n1,8,-13,-1,-0.4,-4,-5,2,13,2
CNC(C)C(=O)NC(C(=O)N1CCCC1C(=O)Nc1ccc2ncccc2c1)C(C)C (stereo unspecified),-4,-11,2,-1.8,0,-18,-4,-48,2
Cc1csc(NC(=O)c2ccc(C)c(S(=O)(=O)N3CCOCC3)c2)n1,·,-9,-1,2.1,-5,·,·,7,·

# Reprinted from the part before: 2 entries, followed by the next part.
SMILES,Gli-Sufu block,Jurkat NFkB inh,UPR XBP1 act,CHOP UPR activ,697 NFkB inh,EBI2 antag,CXCR6 inh,Mdm2 MdmX PPI,CCR6 antagonist
CNC(C)C(=O)NC(C(=O)N1CCCC1C(=O)Nc1ccc2ncccc2c1)C(C)C (stereo unspecified),-4,-11,2,-1.8,0,-18,-4,-48,2
Cc1csc(NC(=O)c2ccc(C)c(S(=O)(=O)N3CCOCC3)c2)n1,·,-9,-1,2.1,-5,·,·,7,·
CN(C(=O)c1c(Cl)cnn1C)C12CC3CC(CC(C3)C1)C2,0,4,0,-0.1,17,0,-3,4,18
CC(C)c1ccc(CNc2ccc(N3CCOCC3)cc2)cc1,-2,-28,0,-0.6,-73,-6,-3,-3,-5
O=C(CCN1CCN(c2ccccc2F)CC1)Nc1cccc(F)c1,17,0,-6,1.3,-5,2,-1,17,5
CSCC[C@H](NC(=O)[C@H](Cc1ccccc1)n1c(=O)[nH]c2ccccc2c1=O)C(=O)NCC1CCC(C(=O)O)CC1 (stereo partly specified),4,-1,0,-2.0,-8,-4,5,-11,-13
CC(=O)Nc1ccc2nc(CN3CCN(CC(C)C)C(CCO)C3)ccc2c1 (stereo unspecified),3,6,1,-1.2,9,4,1,-22,0
O=C(COC(=O)c1ccc([N+](=O)[O-])o1)NC1CCS(=O)(=O)C1 (stereo unspecified),-14,1,1,-0.1,-6,-2,-15,18,-9
O=C(OCC(=O)c1c[nH]c2ccccc12)c1cc2ccccc2cc1O,0,-10,1,1.9,-12,-5,-1,23,6
Cc1ccc(C(=O)N2N=C(c3cccc(NS(C)(=O)=O)c3)CC2c2cccs2)cc1 (stereo unspecified),-2,-1,-1,1.4,8,-24,-1,-10,7
CCCCCC(=O)Nc1cccc(S(=O)(=O)NC2=NCCCCC2)c1,-4,10,-2,0.3,18,0,1,-3,8
CCCC(C(=O)NCc1ccco1)N(C(=O)CNS(=O)(=O)c1ccccc1)c1ccc(OC)cc1 (stereo unspecified),-20,-1,-1,0.1,16,7,4,-27,13
CC(=O)OCCOc1nc(N(C)C)nc(N(C)C)n1,11,-2,-2,-2.3,-14,1,-4,18,-15
COCCNC(=S)N1CCOCC1,-7,5,1,6.8,1,-9,1,1,-5
CC(=O)Nc1cccc(C(=O)OC(C)C(=O)NCc2ccc3c(c2)OCO3)c1 (stereo unspecified),-7,9,0,1.2,7,-13,-2,13,11
O=[N+]([O-])c1ccc(COc2ccccc2CN2CCOCC2)cc1,3,·,·,·,·,-6,-2,·,13
CCOC(=O)c1c(NC(=O)CSC2=NN3CCCC(=O)N=C3S2)sc2c1CCCCC2,-3,14,2,1.0,-7,3,4,35,8
CCOc1ccc(CN2CCN(Cc3cc4c(cc3Cl)OCO4)CC2CCO)cc1 (stereo unspecified),-5,5,-2,0.8,-11,9,8,5,12
O=C(NCC1OCCc2ccccc21)c1cc(COc2c(F)cccc2F)on1 (stereo unspecified),-4,-6,-3,3.0,-4,3,-1,4,2
Cc1ccc(NC(=O)CCn2c(=O)oc3ccccc32)cc1,-4,-18,-1,-0.7,-6,-6,2,4,-5
O=C(COC(=O)C1CCCC1)Nc1cccc(Cl)c1Cl,4,-11,-1,-2.1,-16,-2,5,8,-1
CCn1c(SCCC#N)nnc1-c1ccncc1,4,-10,-1,1.5,-12,-5,-1,20,-5
Cc1ccc(/C=C/C(=O)O)cc1S(=O)(=O)N(C)CCO,6,-9,-4,-0.7,-10,14,-3,4,7
CCc1cc(C(=O)COc2ccccc2F)c(O)cc1O,3,12,3,-0.9,6,-2,-3,-21,-20
COc1ccc(-c2noc(Cc3cccs3)n2)cc1,-114,-82,-3,5.9,-86,0,-17,-78,3
COc1ccc(Cl)cc1S(=O)(=O)Nc1ccncc1,1,5,-5,0.0,25,-5,-4,-3,10
CC1CCN(C(=O)c2cc(-c3ccco3)on2)CC1,-49,-45,-4,5.8,-45,4,5,-9,18

# Part of the list above, tab-delimited:
Compound	Gli-Sufu block	Jurkat NFkB inh	UPR XBP1 act	CHOP UPR activ	697 NFkB inh	EBI2 antag	CXCR6 inh	Mdm2 MdmX PPI	CCR6 antagonist
COCCNC(=S)N1CCOCC1	-7	5	1	6.8	1	-9	1	1	-5
CC(=O)Nc1cccc(C(=O)OC(C)C(=O)NCc2ccc3c(c2)OCO3)c1 (stereo unspecified)	-7	9	0	1.2	7	-13	-2	13	11
O=[N+]([O-])c1ccc(COc2ccccc2CN2CCOCC2)cc1	3	·	·	·	·	-6	-2	·	13
CCOC(=O)c1c(NC(=O)CSC2=NN3CCCC(=O)N=C3S2)sc2c1CCCCC2	-3	14	2	1.0	-7	3	4	35	8
CCOc1ccc(CN2CCN(Cc3cc4c(cc3Cl)OCO4)CC2CCO)cc1 (stereo unspecified)	-5	5	-2	0.8	-11	9	8	5	12
O=C(NCC1OCCc2ccccc21)c1cc(COc2c(F)cccc2F)on1 (stereo unspecified)	-4	-6	-3	3.0	-4	3	-1	4	2
Cc1ccc(NC(=O)CCn2c(=O)oc3ccccc32)cc1	-4	-18	-1	-0.7	-6	-6	2	4	-5
O=C(COC(=O)C1CCCC1)Nc1cccc(Cl)c1Cl	4	-11	-1	-2.1	-16	-2	5	8	-1
CCn1c(SCCC#N)nnc1-c1ccncc1	4	-10	-1	1.5	-12	-5	-1	20	-5
Cc1ccc(/C=C/C(=O)O)cc1S(=O)(=O)N(C)CCO	6	-9	-4	-0.7	-10	14	-3	4	7
CCc1cc(C(=O)COc2ccccc2F)c(O)cc1O	3	12	3	-0.9	6	-2	-3	-21	-20
COc1ccc(-c2noc(Cc3cccs3)n2)cc1	-114	-82	-3	5.9	-86	0	-17	-78	3
COc1ccc(Cl)cc1S(=O)(=O)Nc1ccncc1	1	5	-5	0.0	25	-5	-4	-3	10
CC1CCN(C(=O)c2cc(-c3ccco3)on2)CC1	-49	-45	-4	5.8	-45	4	5	-9	18

# (listing goes on)
SMILES,Gli-Sufu block,Jurkat NFkB inh,UPR XBP1 act,CHOP UPR activ,697 NFkB inh,EBI2 antag,CXCR6 inh,Mdm2 MdmX PPI,CCR6 antagonist
CCOC(=O)c1cc(C#N)c(SCC(=O)OC)[nH]c1=O,20,-8,-2,-1.4,5,-5,-10,22,5
CCOC(=O)NC1(NC2CCCCC2)Oc2ccccc2O1,3,12,4,2.0,-29,-14,-11,-24,9
O=C(NC1CC1)c1cc(-c2ccccn2)nc2ccccc12,6,-2,0,-0.7,1,-8,-12,-4,7
CC(NC(=O)Nc1ccc([N+](=O)[O-])cc1)C(c1cccs1)N1CCCC1 (stereo unspecified),15,-6,3,-1.4,-10,-9,8,6,8
O=C1CCCCC1C(=O)c1cn(-c2ccc(Cl)c(Cl)c2)nn1 (stereo unspecified),-1,-16,1,2.4,-24,2,0,-48,-5
Cc1csc2c(N3CCN(C(=O)c4ccc(C(C)(C)C)cc4)CC3)ncnc12,8,6,-2,0.1,-14,7,-7,3,-16
Cc1ccc(NC(=O)COC(=O)/C=C/c2ccccc2)cc1S(=O)(=O)N1CCOCC1,0,-11,-5,0.0,18,-3,3,6,9
Cc1onc(-c2c(Cl)cccc2Cl)c1C(=O)NC(=S)Nc1sc2c(c1C(N)=O)CCC(C)C2 (stereo unspecified),-1,-1,-4,3.9,-7,9,17,36,36

# From PubChem BioAssay
